Source: PubChem
Sm TGR block: S. mansoni TGR enzyme inhibition; Q962Y6; purified TGR, DTNB reduction, TNB absorbance 405 nm; Potency, µM (highest dose often 114 µM), without a hit: at the highest dose activity change, negative = inhibition, actives largely listed as inhibitors; actives 3% (n = 360,000); AID 485364; also: potency is read from the fitted curve at half-maximal effect; nearly all actives have a fitted effect of over 60% in size
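TGR 20 nM + NADPH 100 uM (dispensed conc.), cpd preinc 15 min RT; start with NADPH (500 uM addition) then DTNB (15 mM addition). Kinetic TNB absorbance, 405 nm filter. Four-parameter Hill fit across titration.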
Giardia FBPA inh: Giardia lamblia aldolase inhibition. Potency, µM (series often up to 59.6 µM), for the others: top-dose activity, negative = inhibition, most hits filed as inhibitors. AID 2451. purified Giardia FBPA. actives 0.71% (n = 290,000); also: potency is read from the fitted curve at half-maximal effect; nearly all actives have a fitted effect of over 55% in size
Target sequence (A8B2U2 whole entry, looked up): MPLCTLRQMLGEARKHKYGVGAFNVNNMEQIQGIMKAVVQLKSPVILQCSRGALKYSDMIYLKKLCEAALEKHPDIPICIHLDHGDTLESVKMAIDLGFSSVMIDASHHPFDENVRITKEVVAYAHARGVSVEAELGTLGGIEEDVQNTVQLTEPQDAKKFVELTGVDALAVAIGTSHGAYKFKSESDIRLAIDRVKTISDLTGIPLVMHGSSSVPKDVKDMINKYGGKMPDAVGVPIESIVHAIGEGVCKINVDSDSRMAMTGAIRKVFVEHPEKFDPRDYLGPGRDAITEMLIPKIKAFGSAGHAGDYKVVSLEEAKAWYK
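40 nM FBPA preincubated 10 min at RT with compound (up to 57.5 uM final), then substrate plus GAPDH/TPI/NAD/arsenate coupling and diaphorase/resazurin added. Fluorescence read after 20 min at RT, 525/598 nm.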
HCMV inh: inhibitors of human cytomegalovirus; AID 1259415; actives 4.5% (n = 410,000); HFF cells, HCMV-luciferase reporter, 72 h; stronger effect = lower value; activity change, negative = inhibition, % at 57.5 µM; in the data active = activity change below about -60%; inconclusive = no clear call, values can overlap the other calls; inactive = above about -39%
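HFF cells seeded 16 h at 37C, treated with compounds, infected with luciferase-reporter HCMV at MOI 1 PFU/cell; luciferase read at 72 h post infection, normalized to buffer-only and Salinomycin controls.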
HCV inh: inhibitors of hepatitis C virus infection; Huh7.5.1 HCVcc-Cre infection, luciferase reporter, 44 h; Potency, µM (doses to about 41.8 µM), for the others: at the top dose activity change, negative = inhibition, most hits filed as inhibitors; actives 3.4% (n = 340,000); AID 651820; also: potency is read from the fitted curve at half-maximal effect
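Infectious HCV cell culture screen: compound-treated cells (1,000/well, pre-plated 4 h) are infected with HCVcc-Cre at roughly 0.5 moi and grown 44 h. Infection is quantified by luciferase signal after 15 min substrate incubation at room temperature.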
AmpC detergent: AmpC beta-lactamase inhibition with detergent present; P00811; AmpC hydrolysis of nitrocefin, absorbance 480 nm, 0.01% Triton; Potency, µM (doses to about 114 µM), for inactives: at the highest dose activity change, negative = inhibition, most hits filed as inhibitors; actives 0.041% (n = 370,000); AID 485294;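 also: potency is read from the fitted curve at half-maximal effect; 0% = no-compound wells and -100% = no-enzyme wells; nearly all actives have a fitted effect of over 25% in size; some results filed as inactive show a strong effect at the top dose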
Target sequence (P00811 whole entry, looked up): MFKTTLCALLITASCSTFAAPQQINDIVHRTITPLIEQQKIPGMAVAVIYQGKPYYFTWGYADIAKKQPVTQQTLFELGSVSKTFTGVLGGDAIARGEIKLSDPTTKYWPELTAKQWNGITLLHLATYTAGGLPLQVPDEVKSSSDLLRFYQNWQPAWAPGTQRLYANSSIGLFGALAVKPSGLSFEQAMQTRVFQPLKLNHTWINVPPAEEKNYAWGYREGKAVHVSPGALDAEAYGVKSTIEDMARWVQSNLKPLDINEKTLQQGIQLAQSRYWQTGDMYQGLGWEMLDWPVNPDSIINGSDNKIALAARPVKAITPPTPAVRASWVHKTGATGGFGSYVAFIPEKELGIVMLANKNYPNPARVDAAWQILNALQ
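20 mM phosphate pH 7.0 + 0.01% (detergent screen) or 0.0001% Triton X-100; 5.3 nM AmpC reagent; cpd preinc 15 min RT; nitrocefin (800 uM stock) to start; A480 q20 s × 4 min; Activity was normalised to no-enzyme and no-compound control wells.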
AmpC inh no detg: inhibitors of E. coli AmpC beta-lactamase without detergent; Potency, µM (titrated, usually from 57.1 µM), inactives show at the highest dose activity change, negative = inhibition, actives largely listed as inhibitors; AmpC nitrocefin hydrolysis, absorbance 480 nm, 0.0001% Triton; AID 485341; actives 0.52% (n = 330,000);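 also: potency is read from the fitted curve at half-maximal effect; plate controls were no compound for no effect and no enzyme for full effect; nearly all actives have a fitted effect of over 20% in size; some results filed as inactive show a strong effect at the top dose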
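AmpC (5.3 nM in the dispensed reagent) in 20 mM phosphate pH 7.0 with 0.01% (detergent screen) or 0.0001% Triton X-100 was preincubated with compounds for 15 min at room temperature. Nitrocefin was then added from an 800 uM solution, and hydrolysis was followed at 480 nm.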
An asterisk follows results filed as active; ? = inconclusive; / = not tested or not shown; & = joins results of further samples; [ ] = remark or other dose. Unless noted, calls follow the shape of the dose curve; as a rule, active = well fitted curve in the direction sought with a large enough effect; inconclusive = small, poorly fitted or top-dose-only effect, or another doubt; inactive = no such curve, though single readings can be large; an effect the other way counts as inactive or inconclusive. Unless noted, % is scaled to controls: 0 for no effect and ±100 for the full control effect.

Start of the listing, in advance (four entries):
SMILES	Sm TGR block	Giardia FBPA inh	HCMV inh	HCV inh	AmpC detergent	AmpC inh no detg
COC1CCCCC1NCCc1ccccc1 (configuration not stated)	-23%	0%	-2	5%	-14%	-15%
CCOC(=O)c1cc2cc(OC)ccc2[nH]1	-3%	-18%	19	?	?	-21%
CCc1c(C)[nH]c2ccc(OC)cc2c1=S	-33%	?	-71*	-14%	5%	-5%
O=S(=O)(Nc1cccc(Cl)c1)c1ccc2[nH]c3c(c2c1)CCCCCC3	-1%	/	-34	/	-4%	/

Main list, from the first entry:
SMILES	Sm TGR block	Giardia FBPA inh	HCMV inh	HCV inh	AmpC detergent	AmpC inh no detg
COC1CCCCC1NCCc1ccccc1 (configuration not stated)	-23%	0%	-2	5%	-14%	-15%
CCOC(=O)c1cc2cc(OC)ccc2[nH]1	-3%	-18%	19	?	?	-21%
CCc1c(C)[nH]c2ccc(OC)cc2c1=S	-33%	?	-71*	-14%	5%	-5%
O=S(=O)(Nc1cccc(Cl)c1)c1ccc2[nH]c3c(c2c1)CCCCCC3	-1%	/	-34	/	-4%	/
CCSc1n[nH]c(=S)s1	1%	?	-5	28%	7%	-31%
Clc1cccc(CN2CCN(c3ncccn3)CC2)c1Cl	2%	-24%	?	-13%	-15%	31%
COc1ccc(-c2cn(-c3ccc(C)cc3)c(=O)n2CC(=O)Nc2ccc(OC)cc2OC)cc1	-15%	-7%	-5	-19%	1%	0%
Cc1cc(C(=O)Nc2sc3c(c2C#N)CCCCC3)cs1	-13%	-23%	11	?	?	-44%
O=C1NC(CCc2ccccc2)C(=O)N1Cc1ccc(Br)cc1 (configuration not stated)	8%	3%	-18	0%	8%	-28%
CCOC(=O)COc1ccc(S(=O)(=O)NCC2CCCO2)cc1 (configuration not stated)	-36%	6%	16	10%	-2%	-6%

Reformatted: two of the compounds above
Values in the order: Sm TGR block | Giardia FBPA inh | HCMV inh | HCV inh | AmpC detergent | AmpC inh no detg
CCc1c(C)[nH]c2ccc(OC)cc2c1=S
→ -33% | ? | -71* | -14% | 5% | -5%
O=S(=O)(Nc1cccc(Cl)c1)c1ccc2[nH]c3c(c2c1)CCCCCC3
→ -1% | / | -34 | / | -4% | /

(continued)
SMILES	Sm TGR block	Giardia FBPA inh	HCMV inh	HCV inh	AmpC detergent	AmpC inh no detg
COc1cc(Cn2c(-c3nonc3N)nc3ccccc32)ccc1C	12%	0%	-21	?	0%	-33%
Cc1cc(C(=O)N2CCN(C(=O)C3CCCO3)CC2)no1 (configuration not stated)	12%	3%	4	15%	?	-8%
O=C(C[n+]1cc(-c2ccc(Cl)c(Cl)c2)n2c1CCC2)N1c2ccccc2Sc2ccccc21	-5%	2%	-24	8%	?	178%[activator]
COc1ccc(OCC(=O)N(Cc2ccco2)C2CCS(=O)(=O)C2)cc1 (configuration not stated)	5%	5%	19	10%	0%	-3%
CC[C@]12c3[nH]c4cc(CCC(=O)N(C)C)ccc4c3CCN1C(=O)[C@@H](CC(=O)NCCCN(C)C)C[C@@H]2C(=O)N1CCN(C(=O)c2ccco2)CC1	/	/	-18	8%	/	94%[activator]
O=C(CCCn1cncn1)N1CCCC(N2CCN(c3ccccc3F)CC2)C1 (configuration not stated)	-30%	/	3	6%	?	5%
NC(=O)CSc1nnc(-c2cc(-c3ccc(Cl)cc3)nc3ccccc23)o1	-3%	3%	?	11%	-6%	19%[2.29 µM]
Cc1cc(C)cc(-n2c(N)c(C(=O)Nc3c(C)n(C)n(-c4ccccc4)c3=O)c3nc4ccccc4nc32)c1	-9%	-18%	19	?	?	-4%
COc1cccc(C(=O)Nc2ccc(NC(C)=O)cc2)c1	2%	-2%	31	15%	-10%	-9%
Cc1nnc2n(Cc3ccccc3)c(=O)c3c4c(sc3n12)CCCC4	-1%	1%	/	6%	?	-21%

Quoted from the listing.
`O=C(CCCn1cncn1)N1CCCC(N2CCN(c3ccccc3F)CC2)C1` (configuration not stated) | AmpC inh no detg = 5%
`Cc1nnc2n(Cc3ccccc3)c(=O)c3c4c(sc3n12)CCCC4` | HCV inh = 6%
`COc1cccc(C(=O)Nc2ccc(NC(C)=O)cc2)c1` | HCMV inh = 31
`COc1ccc(OCC(=O)N(Cc2ccco2)C2CCS(=O)(=O)C2)cc1` (configuration not stated) | Giardia FBPA inh = 5%

Following part:
SMILES	Sm TGR block	Giardia FBPA inh	HCMV inh	HCV inh	AmpC detergent	AmpC inh no detg
O=C(Nc1ccc(C(=O)O)cc1)/C(=C\c1ccc2c(c1)OCO2)NC(=O)c1ccccc1	23%	8%	-33	24%	0%	-14%
CSc1nc2ccccc2cc1/C=C(\C#N)c1ccccc1	5%	-6%	52	?	0%	-13%
COCCN=c1scc(C)n1/N=C/C1CC2C=CC1C2 (configuration not stated)	-14%	-5%	-19	12%	0%	10%
CCC(Cc1ccccc1)NC(=O)c1ccc2nc(N3CCOCC3)sc2c1 (configuration not stated)	3%	0%	110	-26%	-4%	143%[activator]
COc1ccc(Cl)cc1S(=O)(=O)NCc1ccc2c(c1)CCN2C(=O)c1cccc(C)c1	5%	/	-87*	/	15%	/
CCOC(=O)c1cnc(-n2nc(C)cc2C)nc1NNc1cc(-c2ccccc2)nc(C)n1	-22%	12%	/	-23%	-10%	0%
O=C(OCC(=O)N1CCc2ccccc21)c1ccccc1[N+](=O)[O-]	-3%	/	-15	?	-20%	-20%
COc1cc2ncnc(NCc3cccc(F)c3F)c2cc1OC	4%	5%	?	-29%	-14%	-1%
Cc1ccc(C(=O)N(Cc2ccc3c(c2)OCO3)Cc2nc3ccccc3c(=O)[nH]2)cc1	8%	-15%	-13	8%	-10%	-12%
O=C(NC(=S)Nc1ccccc1N1CCOCC1)c1sc2ccccc2c1Cl	0%	4%	20	17%	-6%	-14%
C/C=C/c1ccc(OC(C)=O)c(OC)c1	-4%	-2%	1	-2%[8.37 µM]	?	3%
CCC(CC)C(=O)Nc1cc(-c2ccccc2F)nn1-c1ccccc1	0%	/	-10	/	-2%	/
Cc1ccc(C)c(-n2nnnc2SCC(=O)NNC(=O)c2ccco2)c1	23%	8%	0	11%	5%	-3%
N#CC1=C(S)N(c2ccc(F)cc2)C(c2cccs2)NC1=O (configuration not stated)	2%	-28%	-11	10%	-6%	-8%
O=C(CCc1nc2sc3c(c2c(=O)[nH]1)CCCC3)Nc1cccc(Cl)c1	-18%	/	-21	1%	-18%	-34%
COc1ccc(CNC(=O)Cn2nnc3ccccc3c2=O)cc1	9%	4%	-13	-3%	8%	-5%
COC(=O)C1=CN(c2ccc(F)cc2)C=C(C(=O)OC)C1c1ccc(O)cc1	-1%	4%	-25	11µM*	0%	1%
Cc1cc(CSc2ccccc2)ccc1NC(=O)COc1ccccc1C	5%	0%	?	-5%	-9%	-21%
COc1ccc(/C=c2\s/c(=C/C(=O)c3ccc(C)cc3)[nH]c2=O)c(OC)c1	-4%	0%	-36	?	-13%	-18%
CC1CCN(CCCNC(=O)c2ccc(N3CCCC3=O)cc2)CC1	-4%	/	14	-2%	-1%	-19%
COc1ccccc1CNc1ncnc2sccc12	5%	-4%	-76*	?	2%	-23%
CCCn1nnnc1SCC(=O)Nc1ccc(F)cc1	0%	-1%	-8	18%	?	-10%
CCc1ccc(-c2cc(C(=O)Nc3c(C)n(C)n(-c4ccccc4)c3=O)c3ccccc3n2)s1	7%	-3%	16	?	1%	19%
CCOC(=O)CNC(=O)c1ccc(OCC(F)(F)F)cc1	-1%	6%	70	5%	?	-15%
COc1ccccc1[C@H]1C(c2ccccc2)=NN(c2ccccc2)[C@@H]1CO	/	-11%[89.2 µM]	/	-8%	/	-25%
Cc1nnc(SCC(=O)NC(C)(C)C)n1NCc1ccc(Cl)cc1	0%	4%	-10	-5%	0%	26%
COC(=O)[C@@H]1C[C@@]2(O)[C@@H](O)[C@@H](O)[C@@H](O)C[C@H]2N1Cc1ccc(-c2ccccc2)cc1	13%	-2%&5%	35	37%[activator]	3%	25%
Cc1ccc(C(=O)N(CC(=O)NC2CCCC2)c2cccc(F)c2)s1	-13%	-1%	-37	?	?	-6%
Cc1ccc(-c2nc3ccccc3s2)cc1NC(=S)NC(=O)c1cccc2ccccc12	7%	1%	45	17%	-10%	-12%
COc1cc(NC(=S)NCc2ccc(S(N)(=O)=O)cc2)cc(OC)c1	-26%	-6%	-17	11%	-7%	-24%
CCOc1ccccc1-n1nnnc1SCC(=O)Nc1cc(C)on1	5%	3%	-35	?	4%	-22%
CCCn1c(N)c(C(=O)CSc2nc(N)cc(=O)[nH]2)c(=O)n(C)c1=O	-9%	/	-19	2%	?	-13%
Cc1ccc(CNC(=O)CSc2nc3ccccc3nc2Cc2ccc(C)cc2)cc1	-6%	/	7	/	-5%	/
NC(=O)Cn1cc(/C=N\NS(=O)(=O)c2ccc(Cl)cc2)c2ccccc21	11%	-21%	2	14%	5%	21%
CC(C)c1csc(CN2CCN(Cc3ccc(F)cc3)C(CCO)C2)n1 (configuration not stated)	-14%	9%	4	?	-3%	129%[activator]
O=S(=O)(NCc1nnc2c(C(F)(F)F)cc(Cl)cn12)c1ccccc1	-26%	/	-3	-10%	-5%	-12%
Cc1cccc(N2CCN(C(=S)NCc3ccco3)CC2)c1C	1%	-4%	-2	?	-4%	?
CC(C)NC(=O)CN(C(=O)CCC(=O)Nc1nccs1)c1ccc(C(C)C)cc1	3%	5%	22	8%	0%	-5%
CC(=O)OC(C(=O)Nc1ccccc1)C(C)S(=O)(=O)c1ccccc1 (configuration not stated)	0%	3%	?	-27%	-5%	-1%
COc1ccc(-c2cc(C(=O)Nc3ccc(C#N)cc3)no2)cc1	11%	/	-6	/	-4%	/
COC(=O)c1ccc(S(=O)(=O)N(Cc2cc3cc4c(cc3[nH]c2=O)OCO4)C2CCCCC2)cc1	7%	3%	/	/	-13%	17%
COc1ccc(C(C)C)cc1S(=O)(=O)N1CCN(c2ccccc2)CC1	13%	3%	?	3%	1%	-22%
CCc1ccc(NC(=S)N(Cc2ccc(Cl)cc2)Cc2ccc(C(=O)O)cc2)cc1	-6%	-1%	-8	24%	-7%	5%
O=C(NCCN1CCOCC1)c1cc(-c2cccc(Cl)c2)on1	-12%	-4%	-11	1%	-7%	27%
Clc1cccc(Cl)c1CON/C=N/c1ncnc2sccc12	3%	-3%	?	11µM*	1%	1.1µM*
c1ccc(Cn2cc(CN3CCCO3)c(-c3ccc4c(c3)OCO4)n2)cc1	-2%	-4%	20	?	2%	16%
COc1ccc(C(C(=O)NC2CCCCC2)N(C(=O)c2sc(C)nc2C)c2ccc(OC)cc2)cc1 (configuration not stated)	-24%	0%	-8	7%	-5%	24%
CC(=O)c1sc2nc(CSc3nncn3C)[nH]c(=O)c2c1C	-4%	-18%	7	22%	9%	-22%
Cn1nc(C(=O)NNC(=O)C(CCC(N)=O)NS(=O)(=O)c2ccc(Cl)cc2)c2ccccc2c1=O (configuration not stated)	-3%	/	-5	4%	-1%	3%
Cc1ccc(S(=O)(=O)N(CC(=O)N2CCOCC2)c2ccccc2F)cc1	0%	-8%	-20	16%	-1%	2%
